# Screens: PubChem, several laboratories
# M5 PAM: human M5 muscarinic receptor positive allosteric modulators, primary screen, CHO-K1 cells, Fluo-8 calcium fluorescence. CHO-K1 hM5, ACh EC20 PAM; 0% = ACh EC20, 100% = ACh EC100. activation, % at 3 µM. hit rate 0.3% among 360,000. AID 624038, 2012;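 active = activation above the run cutoff, the mean activation of all test compounds plus 3 SD, cut at about 18% in these data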
# Target sequence (P08912 whole entry, looked up): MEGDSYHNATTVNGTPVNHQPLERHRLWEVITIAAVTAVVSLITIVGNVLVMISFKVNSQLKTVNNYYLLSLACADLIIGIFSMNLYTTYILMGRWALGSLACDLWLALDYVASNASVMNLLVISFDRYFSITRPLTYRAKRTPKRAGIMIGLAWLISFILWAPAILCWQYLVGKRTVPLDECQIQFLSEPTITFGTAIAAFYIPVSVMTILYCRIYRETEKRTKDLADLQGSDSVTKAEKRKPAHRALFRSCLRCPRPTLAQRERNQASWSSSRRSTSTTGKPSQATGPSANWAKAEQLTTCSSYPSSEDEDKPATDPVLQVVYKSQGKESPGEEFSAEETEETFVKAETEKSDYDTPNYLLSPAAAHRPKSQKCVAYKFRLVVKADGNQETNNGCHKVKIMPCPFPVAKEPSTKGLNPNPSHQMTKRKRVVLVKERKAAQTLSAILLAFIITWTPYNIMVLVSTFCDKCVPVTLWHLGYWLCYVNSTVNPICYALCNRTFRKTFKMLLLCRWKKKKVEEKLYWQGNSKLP
#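 System: CHO-K1 cell line with stable human muscarinic M5 receptor expression | Also added: EC20 acetylcholine as agonist stimulus | Compound: One concentration, 3 µM final (nominal) | Timing: Fluo-8 loading 80 min at 37 °C plus 30 min room temperature | Measured by: Fluo-8 calcium dye fluorescence, kinetic read | Read-out basis: % activation, ACh-normalized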
# CHRM4 agonist: human M4 muscarinic receptor agonists, primary screen, CHO-K1 cells, Fluo-8 calcium fluorescence | Muscarinic acetylcholine receptor M4 (Homo sapiens), P08173 | CHO-K1 hM4/Gqi5; vehicle 0%, full acetylcholine response 100% | activation, % at 3 µM | hit rate 0.14% among 360,000 | AID 624127, 2012;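 active = activation above the run mean over all test wells plus 3 SD, cut at about 32% in these data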;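 note: peak over basal fluorescence ratio per well then scaled between controls; 0% = DMSO wells and 100% = acetylcholine at EC100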
# Target sequence (P08173 whole entry, looked up): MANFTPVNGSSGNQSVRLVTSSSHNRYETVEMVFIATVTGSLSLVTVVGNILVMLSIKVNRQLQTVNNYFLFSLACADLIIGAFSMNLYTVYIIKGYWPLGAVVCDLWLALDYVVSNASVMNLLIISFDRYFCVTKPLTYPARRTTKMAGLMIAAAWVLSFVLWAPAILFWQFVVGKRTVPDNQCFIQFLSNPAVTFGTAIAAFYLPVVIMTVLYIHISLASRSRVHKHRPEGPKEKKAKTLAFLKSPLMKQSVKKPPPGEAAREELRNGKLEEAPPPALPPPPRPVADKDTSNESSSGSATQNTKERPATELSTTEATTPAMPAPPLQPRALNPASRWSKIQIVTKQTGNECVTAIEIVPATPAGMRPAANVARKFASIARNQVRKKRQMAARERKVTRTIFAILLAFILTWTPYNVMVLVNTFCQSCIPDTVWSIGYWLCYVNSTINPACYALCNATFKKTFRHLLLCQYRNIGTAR
# M1 PAM: human M1 muscarinic receptor positive allosteric modulators, primary screen, CHO-K1 cells, Fluo-8 calcium fluorescence, 1536-well; Muscarinic acetylcholine receptor M1 (Homo sapiens), P11229; CHO-K1 hM1, ACh EC20; 0% = ACh EC20, 100% = maximal ACh; activation, % at 3 µM; hit rate 0.088% among 360,000; AID 588819, 2011; in the data active = activation above about 19%, passing the limit was not always enough
# CRFBP-R2 agonist: agonists of CRF-BP/CRF-R2 complex, primary screen, cell-based, HEK293, calcium dye fluorescence, uHTS | CRF-binding protein / CRF receptor 2 complex (human) | calcium dye fluorescence (FLIPR); percent of saturating CRF peptide response | activation, % at 13.2 µM | hit rate 0.46% among 350,000 | AID 588473, 2011;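 active = activation of at least 50%, plus an integration ratio under a set limit after plate pattern correction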;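 note: plate controls were neutral control wells without compound for no effect and CRF at EC100 for full effect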
# CHRM5 antagonist: human M5 muscarinic receptor antagonists, primary screen, CHO cells, Fluo-8 calcium fluorescence; inhibition, % at 3 µM; AID 624040, 2012; CHO-hM5 cells, ACh EC80; hit rate 0.59% among 360,000; Muscarinic acetylcholine receptor M5 (Homo sapiens), P08912;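 active = inhibition above a per-plate cutoff, the mean of that plate's test compounds plus 3 SD, cut at about 27% in these data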;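 note: 0% = acetylcholine EC80 with DMSO and 100% = DMSO without agonist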
# M1 antag: human M1 muscarinic receptor antagonists, primary screen, CHO-K1 cells, Fluo-8 calcium fluorescence, 1536-well | hit rate 1.3% among 360,000 | inhibition, % at 3 µM | Muscarinic acetylcholine receptor M1 (Homo sapiens), P11229 | CHO-K1 hM1, ACh EC80 antagonist | AID 588852, 2011;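 active = percent inhibition above its own plate's cutoff, namely the mean of that plate's compound wells plus 3 SD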;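 note: peak over basal fluorescence ratio during 140 s after agonist addition; 0% = ACh EC80 plus DMSO and 100% = DMSO alone without agonist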
# CHRM4 antagonist: human M4 muscarinic receptor antagonists, primary screen, CHO cells, Fluo-8 calcium fluorescence | hit rate 0.73% among 360,000 | Muscarinic acetylcholine receptor M4 (Homo sapiens), P08173 | inhibition, % at 3 µM | CHO-hM4 cells, ACh EC80;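 active = inhibition above its plate's cutoff, the mean inhibition of sample wells plus 3 SD, cut at about 27% in these data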;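 note: 0% = acetylcholine EC80 with DMSO and 100% = DMSO without agonist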
# CHRM4 PAM: human M4 muscarinic receptor positive allosteric modulators, primary screen, CHO-K1 cells, Fluo-8 calcium fluorescence; activation, % at 3 µM; Muscarinic acetylcholine receptor M4 (Homo sapiens), P08173; hit rate 0.4% among 360,000; CHO-K1 hM4/Gqi5, ACh EC20; 0% = ACh EC20, 100% = maximal ACh;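 active = activation above its plate's cutoff, the mean activation of sample wells plus 3 SD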; note: some results filed as inactive read as strong as hits
# CHRM5 agonist: human M5 muscarinic receptor agonists, primary screen, CHO-K1 cells, Fluo-8 calcium fluorescence. activation, % at 3 µM. hit rate 0.19% among 360,000. Muscarinic acetylcholine receptor M5 (Homo sapiens), P08912. CHO-K1 hM5 cells; 0% DMSO wells, 100% maximal acetylcholine response. AID 624037, 2012;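 active = activation above the run's mean over test compounds plus 3 SD, cut at about 23% in these data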;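 note: signal is peak over basal fluorescence ratio across the kinetic read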
# An asterisk follows results filed as active; x = no result given.
# Results follow in this order: M5 PAM	CHRM4 agonist	M1 PAM	CRFBP-R2 agonist	CHRM5 antagonist	M1 antag	CHRM4 antagonist	CHRM4 PAM	CHRM5 agonist
> CC(C)(C)n1nc2c(c1NC(=O)COc1ccc3ccccc3c1)CS(=O)C2 (centres undefined)
 : -3.8	0.6	7.6	-0.5	1.4	-7.4	2.5	-1.7	0.4
> CCOc1ccc(-c2cccc(NS(=O)(=O)c3ccc([N+](=O)[O-])cc3)c2)nn1
 : -6.5	3.5	1.2	-0.7	6.4	-4.0	-16.6	7.0	-2.2
> Cc1cc(C)cc(C(=O)NCC(=O)NCCc2c[nH]c3ccccc23)c1
 : -4.1	0.3	8.7	0.5	17.7	-6.2	12.2	-3.3	-3.9
> CC(C)(C)NS(=O)(=O)c1ccc(CCC(=O)Nc2cc(Cl)ccc2Oc2ccccc2)cc1
 : -12.9	3.4	-12.3	0.7	10.2	13.7	25.3	-11.0	-6.0
> O=C(NN=Cc1ccccc1)c1ccccc1
 : -0.4	2.2	6.8	1.8	4.2	-13.7	-0.5	4.0	0.6
> CCCS(=O)(=O)N1CCCC(C(=O)NCC2CCCO2)C1 (centres undefined)
 : 11.1	1.6	8.8	-0.2	-3.2	-11.7	-1.4	10.2	0.8
> COCCCn1c(N)c(-c2nc3ccccc3n2C)c2nc3ccccc3nc21
 : -13.4	18.8	-11.6	92.3*	13.6	28.1*	9.1	-16.2	9.1
> NC1(C#Cc2ccc3oc(=O)c(-n4cc(C5(O)CCCCC5)nn4)cc3c2)CCCCC1
 : -7.7	2.1	-3.8	-1.4	5.0	10.3	-1.3	1.0	-0.8
> O=C(CSc1ncccn1)NCc1ccccc1
 : 2.1	1.5	12.2	-0.6	-2.4	-12.5	4.8	9.7	0.3
> Cc1ccc(Cn2cc(/C=N/NC(=O)Cc3nnc(NC(=O)c4ccc(C)cc4)s3)c3ccccc32)cc1
 : 1.9	0.7	2.5	2.9	6.1	4.6	-2.6	3.3	3.8
> Cc1c(Cl)cccc1NC(=O)N1CCCN(c2nc(-c3ccccc3)ns2)CC1
 : -30.0	13.2	-14.7	-2.8	20.4	25.2	-9.6	-29.6	-7.5
> CN1C(=O)N(c2ccccc2)C(Nc2nncs2)C1(C)C (centres undefined)
 : 3.4	1.0	-1.9	1.8	-10.0	-9.3	16.9	17.7	11.0
> CC(NC(=O)C1CCCN(S(=O)(=O)c2cnc[nH]2)C1)c1ccccc1 (centres undefined)
 : -6.2	0.5	-3.4	1.4	5.0	4.2	-4.5	3.8	-0.1
> CSCC[C@H](NC(=O)C1CCCC1)c1nc2ccccc2[nH]1
 : 2.1	0.2	3.6	-3.4	5.3	1.5	-0.7	8.5	-2.2
> COCCN(CCOC)c1nc(S(=O)(=O)c2ccc(C)cc2)c(Cl)s1
 : -1.3	4.4	3.5	-0.7	-1.7	-1.8	-4.7	5.8	-1.6
> O=C(/C=C/c1ccco1)N(Cc1ccccc1)C1CCS(=O)(=O)C1 (centres undefined)
 : -4.1	6.4	3.1	1.4	6.8	-3.2	-1.5	-3.9	0.3
> CSc1ccccc1NC(=O)COc1ccc(Cl)cc1Cl
 : 0.8	-0.4	3.5	14.8	-8.9	-6.1	-6.2	3.5	1.7
> CCC(C)(C)NC(=O)CN(CC1CCCO1)C(=O)CCC(=O)Nc1nccs1 (centres undefined)
 : -7.0	0.3	3.5	-0.6	-6.5	-16.9	-10.8	3.1	-2.5
> O=C(c1ccc(CN2CCc3ccccc3C2)cc1)N1CCCCC1
 : 1.6	1.7	1.4	-2.5	-3.6	-1.1	5.6	0.3	-2.9
> O=Cc1cn(CCC(=O)O)nc1-c1cccc2ccccc12
 : -1.1	0.8	8.9	-4.3	4.8	-10.1	-2.4	2.5	1.8
> CCCCN1C(=O)C(NC(=O)CC(C)C)(C(F)(F)F)C2=C1CC(C)(C)CC2=O (centres undefined)
 : 2.2	0.3	-2.2	-1.8	5.5	14.4	-11.4	1.0	-9.1
> CCOC(=O)Cn1cc(/C=N/NC(=O)c2cc3ccccc3o2)c2ccccc21
 : -4.5	0.7	2.7	-2.0	-3.5	-2.5	0.0	-10.9	2.2
> COc1nc(Cl)cn(-c2ccc(Cl)cc2)c1=O
 : -2.9	0.1	5.1	0.1	7.6	-3.9	-2.9	5.1	-2.0
> O=C(NNC1=NCCC1)c1cccc(S(=O)(=O)N2CCOCC2)c1
 : 6.7	0.9	4.3	-0.8	-5.1	-5.7	2.2	-2.4	-2.6
> Cc1csc2c(C#N)c(=O)c3c(n12)CCC3
 : -8.2	1.4	-8.0	-1.5	-1.8	13.1	-9.2	1.9	1.9
> COC(=O)c1ccccc1NC(=O)CSc1nnc(-c2ccc(OC)cc2)n1C
 : -4.9	-0.4	3.9	-1.8	10.8	-17.8	1.6	-1.3	-1.4
> COc1ccc(-n2[nH]c(C)cc2=O)cc1
 : 2.6	1.6	5.5	-1.0	0.8	-8.4	-0.4	8.0	-0.1
> C=CCn1c(SC)nnc1C1COc2ccccc2O1 (centres undefined)
 : -2.2	0.6	4.1	3.1	-9.9	-1.9	-18.1	11.2	-4.5
> CCOC(=O)C1CCN(C(=O)CCc2ccc(S(=O)(=O)NCC(C)C)cc2)CC1
 : -3.7	0.3	13.7	1.0	9.1	-20.6	-10.9	7.5	-2.4
> COCCN(C(=O)CSc1nnc(-c2cccc(F)c2)n1N)c1c(N)n(Cc2ccccc2)c(=O)[nH]c1=O
 : -4.1	0.0	-0.3	-3.0	0.1	6.9	-9.7	8.0	0.9

# Single values from the entries so far.
# CRFBP-R2 agonist with CCCCN1C(=O)C(NC(=O)CC(C)C)(C(F)(F)F)C2=C1CC(C)(C)CC2=O (centres undefined) : -1.8
# CHRM4 agonist with COC(=O)c1ccccc1NC(=O)CSc1nnc(-c2ccc(OC)cc2)n1C : -0.4

# Later entries
# Results follow in this order: M5 PAM	CHRM4 agonist	M1 PAM	CRFBP-R2 agonist	CHRM5 antagonist	M1 antag	CHRM4 antagonist	CHRM4 PAM	CHRM5 agonist
> O=C(NCc1ccccc1)C1CCCN(C(=O)NCc2ccccc2)C1 (centres undefined)
 : 2.8	0.4	6.0	-0.8	-4.7	-14.8	-11.8	6.3	-0.8
> COc1ccc(C(=O)N[C@H](C(=O)OCCCOC(=O)[C@@H](NC(=O)c2ccc(OC)cc2)C(C)C)C(C)C)cc1
 : -7.2	8.7	3.0	1.8	6.3	-13.4	2.4	-1.4	5.1
> O=C(CNC(=O)c1sc2ccccc2c1Cl)NCc1ccc(F)cc1
 : 8.7	0.6	11.8	-0.1	-7.4	-6.8	-15.2	15.9	3.0
> COc1ccc(/C=N/N2CCN(c3ccccc3)CC2)cc1Br
 : -7.3	0.1	2.5	-2.0	6.6	-5.9	10.6	-9.5	1.5
> NC(c1csc(Nc2ccccn2)n1)C1CCCCC1 (centres undefined)
 : -2.0	11.4	9.0	x	3.3	-8.6	-10.2	2.6	3.5
> CCOC(=O)c1c(C)n(C)c2ccc(OC(C)=O)cc12
 : 2.8	0.1	5.7	-0.9	-7.4	-12.4	-0.7	4.6	-3.3
> CCC(C)N(C(=O)COC(=O)c1ccc(N)c([N+](=O)[O-])c1)C1CCS(=O)(=O)C1 (centres undefined)
 : 0.1	1.7	3.1	1.1	-4.7	-6.0	-13.6	1.5	0.7
> O=C(Nc1ccc(Cn2ccnc2)cc1)c1cccc(C(F)(F)F)c1
 : 0.0	2.5	3.1	-1.2	7.6	-7.8	-2.8	0.7	-3.3
> CC1CCN(C(=O)c2scc3c2OCCO3)CC1
 : 2.5	0.3	5.2	-2.1	0.2	-6.0	-0.5	1.1	-6.0
> Cc1cc(C)cc(NC(=S)N(Cc2ccc(Br)cc2)Cc2ccc(C(=O)O)cc2)c1
 : 4.3	0.4	2.0	-0.1	-1.8	2.6	14.9	7.3	-2.2
> COC(=O)C1=C(C(=O)OC)[C@@H]2N(Cc3ccccc3)c3ccccc3[C@@]23C[C@@H](C(=O)OC)N(C(=O)CC(C)C)C3=N1
 : -4.3	3.4	-9.5	2.0	-3.4	15.1	-5.5	-2.0	0.5
> COc1ccc(/C=C(\CC(=O)O)c2nc3ccccc3o2)cc1
 : 4.1	2.0	6.1	1.4	6.1	-10.2	6.5	-5.1	2.0
> Cc1ccc(S(=O)(=O)N2CCN(CCc3ccccc3)CC2)c(C)c1
 : -0.1	2.0	1.9	-3.0	0.5	-3.8	4.1	1.2	-1.6
> COc1ccc(-c2nsc(SCC(=O)Nc3ccc4c(c3)OCO4)n2)cc1
 : -0.4	0.1	4.6	-0.7	-4.4	-3.8	2.1	-5.0	0.4
> C=CCC[C@@H](Cc1ccc(F)cc1)C(=O)OC[C@H](C)NC(=O)[C@@H](CC=C)CC(=O)N(CCO)Cc1ccccc1
 : -3.0	4.8	1.2	-6.7	1.9	-0.9	-12.0	-3.5	-0.9
> O=C(Nc1ccc(Cl)cc1)Nc1nc(-c2ccccc2O)cs1
 : -30.7	17.7	-11.0	-2.2	35.6*	35.3*	29.3*	-22.5	7.7
> Cc1ccc(N2C(=O)c3ccccc3C2Nc2ccccc2F)nc1 (centres undefined)
 : -4.9	0.8	-11.8	-1.7	0.9	14.8	-11.7	-4.7	-3.9
> Cc1nn(-c2cccc(C(F)(F)F)c2)c(Cl)c1/C=N/Nc1cccc(C(=O)O)c1
 : -0.3	-0.1	5.4	2.4	2.5	-7.1	4.7	3.3	0.1
> CCCNC(=O)c1ccccc1NC(=O)c1ccccc1N(C)S(=O)(=O)c1ccccc1
 : -0.5	4.6	7.0	-0.1	-5.4	-6.5	-4.6	-2.8	0.6
> N#CC(c1ccccc1)c1ccc([N+](=O)[O-])cc1 (centres undefined)
 : -7.5	0.8	-1.6	x	4.4	-2.8	-0.6	-1.9	-6.2
> CCCCNc1nnc(SCC(=O)c2c[nH]c3ccccc23)s1
 : -3.1	2.3	-6.7	-0.8	6.0	8.1	4.8	2.6	0.1
> CN(C)C(=O)C#Cc1ccccc1
 : -1.4	0.8	-4.7	7.9	16.2	8.3	6.9	-4.0	-0.6
> Cc1cc2c(NC(=O)Nc3ccc(C(C)(C)C)cc3)cccc2nn1
 : -6.1	11.4	-0.6	2.1	9.0	-2.2	1.4	-23.3	1.3
> CCCn1c(N)c(N(CCOC)C(=O)c2ccc(F)cc2)c(=O)[nH]c1=O
 : 3.4	1.7	6.5	-0.7	7.1	-2.6	-10.8	-2.8	-1.3
> C=CCc1c(Cl)nc(C)nc1NCc1ccccc1
 : -3.1	6.7	-5.5	-1.6	8.8	-2.8	-0.8	-10.5	1.1
> CN(c1ccc(C(=O)N2CCOCC2)cc1)S(C)(=O)=O
 : -4.2	0.7	1.4	1.2	5.4	7.8	-0.6	-5.5	1.8
